Compound activity deposited in PubChem BioAssay by Southern Research Specialized Biocontainment Screening Center.
K1F lysis inhibition: inhibition of K1F phage lysis, E. coli UTI89, bacterial capsule biogenesis inhibitors, alamar blue (AID 488966) | E. coli UTI89 K1F phage lysis, alamar blue, 2 h; higher % means a stronger effect | inhibition, % at 100 µM, or IC50 in µM where a hit was titrated | 340,000 tested, 0.02% active;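 active means phage lysis inhibition, versus mean bacterial control, above a set limit; inconclusive means no clear call, values can overlap the other calls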;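 further: capsule biogenesis inhibitors block K1F phage lysis so surviving cells raise fluorescence; higher fluorescence means more inhibition of phage lysis; actives were called in the ten point dose series up to 300 µM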
Numbers without * were called inactive; u = inconclusive; [ ] = dose if it differs, or a comment.

SMILES	K1F lysis inhibition
O=C(O)c1cccc(Nc2nc(-c3cc4ccccc4oc3=O)cs2)c1	0.5%
CCN(CC)C(=O)Oc1ccc2oc(=O)cc(-c3cc4cccc(OC)c4o3)c2c1	0.6%
CCN(CC)C(=O)[C@H]1C[C@H](CC(=O)NC/C=C(\C)CCC=C(C)C)C(=O)N2CCc3c([nH]c4cc(CCC(=O)N(C)C)ccc34)[C@]12C	-0.1%
CC1(N=Cc2cc(Cl)ccc2O)COP(=O)(Nc2ccccc2)OC1 (stereo not given)	0.5%
Fc1ccc2cnc(-c3cccnc3)cc2c1	-0.3%
Cc1cc(-c2nc3ccccc3s2)ccc1N	2.6%
O=C(CSc1nc2c([nH]c3ccccc32)c(=O)n1-c1ccccc1)NCC1CCCO1 (stereo not given)	-0.1%
CC1CCN(C(=O)c2[nH]cnc2C(=O)NCC(=O)OC(C)(C)C)CC1	2.7%
CC(C)(C)c1ccc(C(=O)O/N=C(\N)c2ccccc2)cc1	0.3%
CC(=O)C[C@@H](O)CC(=O)[C@@H]1OC(=O)CCCCCCCCc2ccccc21	-0.8%
CC1CCC(NC(=O)CN2C(=O)NC3(CCCCCC3)C2=O)CC1 (stereo not given)	0.1%[50 µM]
CC(C)CN(C(=O)CCC(=O)OCC(=O)c1ccc(F)c(F)c1)c1c(N)n(CC(C)C)c(=O)[nH]c1=O	1.9%[50 µM]
O=C(Nc1ccccc1)C1=C[C@@H](c2ccc3c(c2)OCO3)C[C@@H](OCCCCO)O1	0.1%
COc1ccc(NC(=O)CN(C)C(=O)CSc2ccc(Br)cc2)cc1	0.3%[50 µM]
O=C(C1COc2ccccc2O1)N1CCN(S(=O)(=O)c2ccccc2)CC1 (stereo not given)	0.1%
CCOC(=O)C1CCN(C(=O)CCC(=O)NCCc2ccc(Cl)cc2)CC1	1.0%
CC(C)c1nnc(SCC(=O)Nc2ccc3c(c2)OCCO3)n1C	0.2%
CCN(C[C@H]1N[C@@](CC)(C(=O)OC)[C@H]2C(=O)N(C)C(=O)[C@@H]12)S(=O)(=O)c1ccc(-c2ccccc2)cc1	0.3%
CCOc1ccc(NC(=O)CN2CCN(CC(=O)Nc3ccc(C(N)=O)cc3)CC2)cc1	1.1%[50 µM]
Cc1noc(C)c1NC(=O)N(C)C[C@H]1Oc2ccc(NC(=O)CCN3CCOCC3)cc2C(=O)N([C@H](C)CO)C[C@@H]1C	1.9%
Cc1ccc(S(=O)(=O)N(C)CC(=O)Nc2cc(C)ccn2)cc1	0.8%[50 µM]
N#C/C(=C\c1cccc(OCC(=O)O)c1)c1nc2ccccc2[nH]1	-1.9%
Cc1ccc(S(=O)(=O)N[C@@H](Cc2ccccc2)C(=O)N2CCC[C@@H]2C(=O)O)cc1	-0.1%
CC(=O)Nc1ccc(S(=O)(=O)Nc2ccc(Cc3ccncc3)cc2)cc1	0.6%
O=C(CCNS(=O)(=O)c1ccccc1)OCc1nc2ccsc2c(=O)[nH]1	1.8%[50 µM]
COc1ccc2cc(-c3ccccc3)c(=O)oc2c1	0.6%
CC(OC(=O)C1CCN(S(=O)(=O)c2ccc(C(C)(C)C)cc2)CC1)C(=O)N(C)C1CCCCC1 (stereo not given)	0.1%[50 µM]
COc1ccc(CC(=O)Oc2ccccc2C)cc1S(=O)(=O)N1CCOCC1	0.9%[50 µM]
CC(C)(C)CC(=O)Nc1ccc(S(=O)(=O)NC2=NCCCCC2)cc1	2.3%
CCN(c1ccc(OC)cc1)S(=O)(=O)c1ccc(-c2cc(C)no2)s1	0.6%
Cc1n[nH]c(C)c1S(=O)(=O)N1CCCC(C(=O)Nc2ccc(Br)cc2)C1 (stereo not given)	0.1%
O=C(NC12CC3CC(CC(C3)C1)C2)c1cc([N+](=O)[O-])ccc1Cl	0.3%
Cc1cc(C)c(S(=O)(=O)N2CCN(C(=O)CCOc3ccccc3C)CC2)c(C)c1	0.9%[50 µM]
O=C(C(O)c1ccccc1)N1N=C(c2ccccc2)CC1(O)C(F)(F)F (stereo not given)	0.4%
O=c1[nH]c(/C=C\c2cccc(O)c2)nc(O)c1[N+](=O)[O-]	-0.5%
Cc1c(OCC(=O)NCc2ccccn2)ccc2c3c(c(=O)oc12)CCCC3	0.2%
COc1ccccc1-n1c(-c2ccco2)n[nH]c1=S	-1.0%[50 µM]
COC(=O)c1ccccc1S(=O)(=O)N1CCC(C(=O)NC2CCCCC2C)CC1 (stereo not given)	0.6%[50 µM]
O=C(c1cccc([N+](=O)[O-])c1)N1CCCC(C(=O)N2CCc3ccccc3C2)C1 (stereo not given)	-0.1%
Cc1nc2nc(-c3ccccc3)nn2c(C)c1C	0.3%
CSCCC(NC(=O)c1cccc(C)c1)C(=O)NCc1cccs1 (stereo not given)	0.2%[50 µM]
COc1ccc(S(=O)(=O)N(CC(=O)NCc2ccco2)c2ccccc2OC)cc1	0.5%
CN(CC(=O)Nc1cccc(F)c1)C(=O)/C=C/c1cn(Cc2ccccc2)nc1-c1cccnc1	-0.3%[50 µM]
Cc1nc(CCNC(=O)C2CCC(=O)N(CCc3cccc(F)c3)C2)sc1C (stereo not given)	-0.1%
O=C(O)/C(=C\c1ccc(C(F)(F)F)cc1)c1ccc(S(=O)(=O)N2CCCC2)s1	0.0%[50 µM]
COc1ccccc1C(=O)COC(=O)/C=C/c1ccccc1	0.1%
O=C(CSc1nc2ccccc2nc1N1CCCC1)Nc1ccc(F)cc1	-0.9%
Cc1c(C)n(CCCN(C)C)c2ncnc(NC3CCCCC3)c12	0.2%
Cc1ccccc1NC(=O)CN1C(=O)c2ccccc2C1=O	0.3%
O=C(NC(=S)Nc1ccc(O)cc1)c1cncc(Br)c1	0.1%
CSCCC(NC(=O)c1cc(S(=O)(=O)N2CCOCC2)ccc1C)c1nc2ccccc2[nH]1 (stereo not given)	0.5%[50 µM]
COc1ccccc1CC(=O)Nc1sc2c(c1C(N)=O)CCCC2	-0.1%
c1ccc(CN2CCC3(CCCc4ccccc43)CC2)cc1	6.5%
CC(Sc1nnc(N)s1)C(=O)Nc1ccc2c(c1)OCO2 (stereo not given)	-1.4%
CCOc1ccc(/C=C2\SC(N3CCCCC3)=NC2=O)cc1	0.3%
CN1CCc2c(sc3nc(NN)n(-c4ccc(Cl)cc4)c(=O)c23)C1	0.2%
COC(=O)c1c(C)cc(O)c(C)c1O	-0.1%
Cc1ccc(S(=O)(=O)N/N=C/c2ccc(C#N)cc2)cc1	0.3%
CCOc1ccc(CCNC(=O)COC(=O)CNC(=O)c2ccc(Br)o2)cc1OCC	1.6%[50 µM]
CCC(CC)c1nnc(NC(=O)C2=COCCO2)s1	1.3%[50 µM]
Next part:
SMILES	K1F lysis inhibition
CCOC(=O)c1ccc(-n2cccc2/C=C2\NC(=O)NC2=O)cc1	0.3%
Cc1nnc(NC(=O)CSc2nnc(CC(=O)Nc3ccccc3F)n2C)s1	0.4%
CCSc1nnc(N2C(=O)C(O)=C(C(=O)c3ccco3)C2c2cccc(OC)c2)s1 (stereo not given)	-0.2%
Cc1nc(C)c(C(=O)OCC(=O)NCCc2ccc(F)cc2)s1	1.1%[50 µM]
COc1ccccc1C(=O)COC(=O)Cn1[nH]c(=O)c2ccccc2c1=O	0.8%[50 µM]
CCOC(=O)C1=C(c2ccccc2)NC(=O)NC1c1ccc(OC)cc1OC (stereo not given)	-0.2%
CCc1cccc(NC(=O)C2CCCN2S(=O)(=O)c2cccc3cccnc23)c1 (stereo not given)	0.1%
CCC(C)N1C(=O)CCC1C(=O)NCCc1ccc(Cl)cc1 (stereo not given)	0.1%
CCCC(=O)N1CCN(Cc2nc3cc([N+](=O)[O-])ccc3n2C)CC1	0.1%
Cc1nc(NCCc2ccccc2)c2nnn(Cc3ccccc3Cl)c2n1	-0.9%
O=C(OCc1c(-c2ccccc2)ncc2ccccc12)c1ccco1	1.4%
Cc1ccccc1NC(=O)c1ccc(CN2CC(=O)N3CCCCC3C2=O)cc1 (stereo not given)	0.7%
CC(=O)c1cccc(NC(=O)c2ccc3ccccc3c2)c1	0.0%
COc1cccc(-n2cc(C(=O)NCCCOC(C)C)c3ccccc3c2=O)c1	0.2%
CC(Sc1nc(N)c(NC(=O)c2ccc(Br)o2)c(=O)[nH]1)C(=O)O (stereo not given)	0.2%
O=C(COC(=O)CC1CC2CCC1C2)Nc1ccc(Cl)c(S(=O)(=O)N2CCOCC2)c1 (stereo not given)	-0.8%[50 µM]
Cc1ccccc1NS(=O)(=O)c1ccc(C(=O)N2CCCCCC2)cc1	0.0%[50 µM]
COC(=O)CCc1c[nH]c2ccc([N+](=O)[O-])cc12	-2.1%
O=C(Nc1cc(S(=O)(=O)N2CCCCCC2)ccc1OCC(F)(F)F)C1CCC1	-0.1%
CC1(C(=O)Nc2ccc3c(c2)OCCO3)CC1(Cl)Cl (stereo not given)	-0.1%
O=C(O)CCNc1cc(N2CCN(C(=O)c3ccco3)CC2)c2noc3c2c1C(=O)c1ccccc1-3	-1.4%
CCn1c(=O)c(C(=O)NNC(=O)c2cccc(Cl)c2)c(O)c2ccccc21	-1.3%
CC1=CC2C(C(O)CC3(C)C2CC(C)C32OCOC23COCO3)C2(C)C/C(=C\O)C(=O)C=C12 (stereo not given)	-0.3%
COc1ccc(/C=C2/C(=O)ON=C2C)cc1Br	0.3%
COC(=O)C1CCN(CC(=O)N(C)c2c(N)n(Cc3ccccc3)c(=O)[nH]c2=O)CC1	0.2%[50 µM]
NC(=O)c1nsc(C(=O)N(c2cccc(F)c2)C(C(=O)NCc2ccccc2)c2ccc(O)cc2)c1N (stereo not given)	-0.7%
COc1ccc(CNC(=O)CCCn2nc(C)c3c(C)n(-c4ccccc4)nc3c2=O)cc1	0.2%
C#CCOc1ccc(Br)cc1C(c1c(C)[nH][nH]c1=O)c1c(C)[nH][nH]c1=O	0.3%
COc1ccc(C2=CN(Cc3ccccc3)CCC2=O)cc1	0.5%
CCN1C[C@@H]2[C@@H]3C(=O)N(C)C(=O)[C@@H]3[C@](Cc3ccccc3)(C1=O)N2C(=O)c1ccccc1	0.5%
O=C(CN1CCCCCC1)Nc1c(Cl)cc(Cl)cc1Cl	0.4%
Cc1cccc(-n2c(C)c(C)c3c(N)ncnc32)c1	0.0%
Cc1cc(N2C(=O)C(O)=C(C(=O)c3cc4ccccc4o3)C2c2cccc(Br)c2)no1 (stereo not given)	u
Cc1ccc(NC(=O)c2ccc(S(=O)(=O)N3CCOCC3)cc2)cc1	0.2%
COc1ccccc1C(=O)Nc1ccc(S(=O)(=O)N2CCN(C)CC2)cc1	-1.0%
COc1ccc(-c2c(C)cc3oc(=O)cc(-c4ccccc4)c3c2C)cc1C=O	0.3%
CC1CCN(CCCNC(=O)CCNC(=O)Cn2cnc3ccccc3c2=O)CC1	1.5%
COc1c(C=O)cc2c3c1CCCN3CCC2	3.1%
Cc1ccc(NC(=O)CSc2ccccc2)cc1S(=O)(=O)N1CCOCC1	2.0%[50 µM]
COc1ccc(C(=O)N2CCNC(=O)C2)cc1S(=O)(=O)Nc1ccc(Br)cc1	0.6%[50 µM]
COc1ccc(NC(=O)CSc2ccc([N+](=O)[O-])cc2)cc1S(=O)(=O)N1CCOCC1	1.0%[50 µM]
CC(C)N(C(=O)[C@H]1CC(CC(=O)NCCCN(C)C)C(=O)N2CCc3c([nH]c4ccccc34)[C@]12C)C(C)C (stereo not given in full)	0.1%
CCOC(=O)c1c(NC(=O)COC(=O)/C=C/c2ccco2)sc2c1CC(C)(C)NC2(C)C	0.6%[50 µM]
CCc1nc(SCC(=O)NC2CCCC2)c2oc3ccccc3c2n1	0.1%
O=C(Cc1ccc(Cl)cc1)Nc1ccccc1N1CCN(C(=O)c2ccccc2)CC1	-0.2%
Nc1ccc(-n2cc(-c3ccccc3)[nH]c2=S)cc1	0.3%
CC1CCCC(NC(=O)c2nn(C)c3c2CS(=O)(=O)c2ccccc2-3)C1C (stereo not given)	0.0%
COc1ccc(C(CNC(=O)COc2cc(C)c(Cl)c(C)c2)N2CCCCC2)cc1 (stereo not given)	1.7%
COc1ccc(O)c(C(=O)CC(=O)c2ccncc2)c1	-1.0%
CN1CCC[C@@H]1CCO[C@](C)(c1ccccc1)c1ccc(Cl)cc1	u
CCOc1cc(C(=S)N2CCOCC2)ccc1OS(=O)(=O)c1ccc(C)cc1	0.3%
O=C(NCC1CCCCC1)c1cc(S(=O)(=O)N2CCOCC2)ccc1F	-0.3%[50 µM]

Of the compounds above, twelve have fluorine.
SMILES	K1F lysis inhibition
Fc1ccc2cnc(-c3cccnc3)cc2c1	-0.3%
CC(C)CN(C(=O)CCC(=O)OCC(=O)c1ccc(F)c(F)c1)c1c(N)n(CC(C)C)c(=O)[nH]c1=O	1.9%[50 µM]
O=C(C(O)c1ccccc1)N1N=C(c2ccccc2)CC1(O)C(F)(F)F (stereo not given)	0.4%
CN(CC(=O)Nc1cccc(F)c1)C(=O)/C=C/c1cn(Cc2ccccc2)nc1-c1cccnc1	-0.3%[50 µM]
Cc1nc(CCNC(=O)C2CCC(=O)N(CCc3cccc(F)c3)C2)sc1C (stereo not given)	-0.1%
O=C(O)/C(=C\c1ccc(C(F)(F)F)cc1)c1ccc(S(=O)(=O)N2CCCC2)s1	0.0%[50 µM]
O=C(CSc1nc2ccccc2nc1N1CCCC1)Nc1ccc(F)cc1	-0.9%
Cc1nnc(NC(=O)CSc2nnc(CC(=O)Nc3ccccc3F)n2C)s1	0.4%
Cc1nc(C)c(C(=O)OCC(=O)NCCc2ccc(F)cc2)s1	1.1%[50 µM]
O=C(Nc1cc(S(=O)(=O)N2CCCCCC2)ccc1OCC(F)(F)F)C1CCC1	-0.1%
NC(=O)c1nsc(C(=O)N(c2cccc(F)c2)C(C(=O)NCc2ccccc2)c2ccc(O)cc2)c1N (stereo not given)	-0.7%
O=C(NCC1CCCCC1)c1cc(S(=O)(=O)N2CCOCC2)ccc1F	-0.3%[50 µM]

This is a subset. The share of hits here may be higher or lower than overall.
